# From PubChem
# All columns: NCI-60 one-dose screen, growth in % after 48 h at 10 µM unless noted; 100 = growth as untreated, 0 = no growth, -100 = all killed.
# U251: U251 CNS tumor cells; 80,000 compounds, 5.4% hits
# 786-0: 786-0 renal cancer cells | AID 1794775 | 81,000 compounds, 5.1% hits
# SF-295: SF-295 CNS cancer cells. AID 1794758. 79,000 compounds, 5.6% hits
# SN12C: SN12C renal cancer cells; 81,000 compounds, 3.8% hits; AID 1794767
# SF-539: SF-539 CNS cancer | 81,000 compounds, 6.8% hits
# TK-10: TK-10 renal cancer cells; 81,000 compounds, 3.9% hits; AID 1794769
# UO-31: UO-31 renal cancer; 81,000 compounds, 5.2% hits
# DU-145: DU-145 prostate cancer | 81,000 compounds, 4.2% hits
# PC-3: PC-3 prostate cancer cells; 80,000 compounds, 3.9% hits; AID 1794754
# Starred values were filed as active, the others as inactive; · = not tested or not shown; & = joins results of further samples; [ ] = remark or other dose. How the source made its calls: active means growth percent below 10; inactive means the rest.
# Value order – DU-145	SN12C	786-0	U251	SF-295	SF-539	UO-31	TK-10	PC-3
1: COc1cc(NC(C)CCCNC(=O)CCC(=O)NCCCNCCCCNCCCNC(=O)CCC(=O)NCCCC(C)Nc2cc(OC)cc3cccnc23)c2ncccc2c1 (stereo not drawn)
→ 115[9 µM]	94[9 µM]	110[9 µM]	99[9 µM]	106[9 µM]	104[9 µM]	90[9 µM]	116[9 µM]	88[9 µM]
2: Cc1c(C(=O)NO)sc2ncnc(Nc3ccc(F)c(Cl)c3)c12
→ 102	100	94	98	94	99	77	119	110
3: CC(=O)N(C)c1ccc(N=Nc2ccc3ncccc3c2)cc1
→ 108	106	·	105	109	105	78	90	100
4: CCOC(=O)C1=C(C)NC(=O)NC1c1ccc(OCc2cn(-c3ccc(S(N)(=O)=O)cc3)nn2)cc1 (stereo not drawn)
→ 101	95	104	·	106	101	86	104	100
5: C=C1CC[C@H]2[C@@](C)(CCC3OC(c4ccc(OCc5cn(CC6OC7OC(C)(C)OC7C7OC(C)(C)OC67)nn5)cc4)OC[C@]32C)[C@@H]1/C=C/C1=CCOC1=O (stereo partly drawn)
→ 102	84	98	92	87	94	68	141	72
6: COc1cccc2c1S(=O)(=O)c1c(NCCN)nc3ccccc3c1C2=O
→ 77	75	105	101	96	105	43	135	76
7: c1ccc(COCCOc2ccccc2)cc1
→ 119	·	88	·	101	93	87	·	94
8: CCOC(=O)C(C#N)C(=N)C1C(=O)OC2CCCCC21 (stereo not drawn)
→ 147	103	119	112	139	111	96	109	86
9: CN(C)c1ccc(/C=N/NC(=O)c2cccc3ccccc23)c(Cl)c1
→ 17	43	56	24	19	20	57	64	20
10: CCNC(=O)N1CCc2cc(OC)c(OCCc3ccc(OC)cc3)cc2C1c1ccc(Cl)cc1C (stereo not drawn)
→ 16	19	9.8*	13	13	5.8*	28	54	26
11: COc1ccc(/C=N/NCc2nc3ccccc3c(=O)[nH]2)cc1
→ 100	94	103	97	96	98	79	106	83
12: Cc1cc(NC(=O)c2cnc(N3CCN(CCOCCOCCOCCOCCC(=O)N[C@H](C(=O)N4C[C@H](O)C[C@H]4C(=O)N[C@@H](C)c4ccc(-c5scnc5C)cc4)C(C)(C)C)CC3)cn2)c2ncccc2c1
→ 35	-2.0*	30	4.4*	-15*	-75*	76	69	1.9*
13: O=C(c1ccccc1)c1ccc(O)cc1O
→ 122	105	95	99	97	107	86	99	100
14: O=C(O)c1cc(NCc2cccc(Br)c2)ccc1N1CCOCC1
→ 107	95	104	102	97	105	99	89	107
15: COc1ccc(OC)c(-c2cc(-c3ccccc3)c(C#N)c(SCC(=O)c3ccc(Cl)cc3)n2)c1
→ 98	96	98	112	91	83	87	·	87
16: COc1cccc(CNC(=O)c2cccc(C3CC(=O)c4c(cc(OC)c(OC)c4OC)O3)c2)c1 (stereo not drawn)
→ 101	73	25	49	84	35	52	88	21
17: N#CC1(Nc2ccccc2)CCCC1
→ 119	100	108	104	105	102	92	105	·
18: Cc1ccc(C(=O)N2C/C(=C/c3ccccc3)C(=O)/C(=C/c3ccccc3)C2)cc1
→ 58	79	54	47	56	87	57	97	65
19: Cc1ccc(C2=Nn3c(C)nnc3SC2)cc1
→ 100	97	96	100	98	101	87	93	97
20: O=S(=O)(NCCCNc1nccc(-n2cnc3ccccc32)n1)c1cccc2ccccc12
→ 83	80	77	73	70	74	54	82	59
21: Clc1ccc(Nc2nc(C3CC3)cs2)cc1
→ 98	97	96	90	101	98	86	105	98
22: CC(=O)OCC1C(C)C=CC(C)C1COC(C)=O (stereo not drawn)
→ 109&108	96&101	105&109	100&99	109&96	100&119	77&87	122&121	81&96
23: Cc1ccc(-n2nnnc2-c2cccnc2)cc1
→ 112	104	79	105	125	96	112	113	·
24: c1ccc(CSc2ncccc2-c2nnc(SCCN3CCOCC3)o2)cc1
→ 112	114	·	117	106	132	89	118	111
25: COc1cc(/C=C/C(=O)c2ccc(NC(=O)COc3cccc4cccnc34)cc2)cc(OC)c1OC
→ 78	75	89	84	91	72	68	147	85
26: COC(=O)C1(C(C(=O)c2ccccc2)c2ccccc2)NC(=S)NC(=O)C1C#N (stereo not drawn)
→ 106	94	99	102	102	100	89	107	116
27: CCCCCCCCCCCCCCNc1nc(CO)ncc1-c1ccc(C(F)(F)F)cc1
→ 103	102	97	·	97	96	79	99	95
28: COc1ccc(C(Nc2ccccn2)c2c(C)[nH]c3ccccc23)cc1 (stereo not drawn)
→ 109	96	101	98	93	90	81	·	80
29: CC[C@@]12C=C(C)[C@H]3c4c(cc(O)cc4N1C(=O)C(C)=C2O)[C@@H](O)[C@@H]3C
→ 113	106	89	120	99	110	90	95	101
30: O=C(O)CCC(=O)c1ccc(Oc2ccc(Cl)cc2)cc1
→ 100	95	101	84	103	90	75	116	91

# Compounds above containing an aryl thioether with sulfur outside any ring, in the order listed:
# Value order – DU-145	SN12C	786-0	U251	SF-295	SF-539	UO-31	TK-10	PC-3
15: COc1ccc(OC)c(-c2cc(-c3ccccc3)c(C#N)c(SCC(=O)c3ccc(Cl)cc3)n2)c1
→ 98	96	98	112	91	83	87	·	87
24: c1ccc(CSc2ncccc2-c2nnc(SCCN3CCOCC3)o2)cc1
→ 112	114	·	117	106	132	89	118	111

# (next part)
# Value order – DU-145	SN12C	786-0	U251	SF-295	SF-539	UO-31	TK-10	PC-3
31: COc1ccc2nc(Cl)c(/C=C/C(=O)c3ccc(NC(=O)CSc4nnc(-c5ccc(Cl)c(Cl)c5)n4-c4ccccc4)cc3)cc2c1
→ 98	88	92	87	94	105	79	100	72
32: O=C(Cn1cc(CN2CCN(c3ccnc4cc(Cl)ccc34)CC2)nn1)Nc1cccc([N+](=O)[O-])c1
→ 100	93	88	82	100	89	63	105	59
33: CS(=O)(=O)c1cccc(-c2c(-c3cccc(OS(N)(=O)=O)c3)nc3sccn23)c1
→ 113	102	101	100	98	93	76	108	106
34: N#Cc1c(NC(=O)c2ccccc2)n[nH]c1Nc1ccccc1
→ 118	98	98	106	84	92	89	100	105
35: COC(=O)/C=C(/C)N1CCCC1
→ 116	106	96	101	79	103	89	119	94
36: O=C1C=CN2CC=CCC2C1[C@@H](O)c1ccc(Br)cc1 (stereo partly drawn)
→ 103	100	109	94	99	107	87	97	87
37: COc1ccc(/C=C2N=C(/C=C/c3ccccc3)OC/2=O)cc1
→ 106	94	107	99	102	102	79	107	111
38: Cc1ccc(S(=O)(=O)n2cc(/C=C3\C(=O)Nc4ccccc43)c3ccccc32)cc1
→ 102	88	100	86	97	93	61	118	93
39: CCOC(=O)c1[nH]c(C)c(CC)c1C
→ 106	96	98	93	103	99	95	94	91
40: O=C(CSc1nc2sc3c(c2c(=O)n1-c1ccc(Cl)cc1)CCCC3)N/N=C/c1ccc(OCc2ccccc2)cc1
→ 60	90	89	72	98	91	91	110	86
41: CC(C)C(C(=O)N(C)CC(O)c1ccc(O)c(O)c1)N1C(=O)/C(=C/c2ccc(Br)cc2)SC1=S (stereo not drawn)
→ 112	100	·	103	102	103	87	123	97
42: Cc1cc(C(N)=O)c2ccccc2n1
→ 112	103	101	113	106	98	88	112	116
43: O=C(N/N=C1\c2ccccc2-c2cccc(C(=O)O)c21)c1ccc(Br)cc1
→ 115	92	100	97	103	98	77	109	101
44: COc1ccc(C2C3=C(CC(C)(C)CC3=O)N(Cc3ccc(C(=O)O)cc3)C3=C2C(=O)CC(C)(C)C3)cc1
→ 109	106	104	106	103	105	87	97	115
45: Clc1ccc(C2CC(c3ccccc3Cl)=NN2c2ccc(-c3ccccc3)nn2)cc1 (stereo not drawn)
→ 110	95	105	93	101	99	67	146	92
46: CC(C(=O)O)c1nc(-c2ccc([N+](=O)[O-])cc2)nn1-c1nc2ccccc2[nH]c1=O (stereo not drawn)
→ 115	98	103	102	93	97	80	156	94
47: CC(=O)C(CCC#N)(CCC#N)c1ccccc1
→ 113	105	111	103	105	111	91	102	95
48: CSc1ccc(-c2n[nH]nc2-c2cc3ccccc3s2)cc1
→ 74	60	55	33	50	50	52	84	57
49: COC(=O)c1[nH]c(=O)c(C#N)c(C(=O)OC)c1C(=O)c1ccccc1
→ 104	95	100	97	96	97	·	143	103
50: CC(Cl)(CCl)CCl
→ 97	95	104	99	132	98	86	104	80
51: C/C(=N/N=C(N)N)c1cccc(O)c1
→ 120	104	103	106	103	90	97	96	79
52: COc1ccc2c(c1)OC(N)=C(C#N)C2c1ccc(F)cc1 (stereo not drawn)
→ 37	44	28	31	23	19	42	70	28

# Rewritten bar-delimited: entries from further up
entry | mol | DU-145 | SN12C | 786-0 | U251 | SF-295 | SF-539 | UO-31 | TK-10 | PC-3
11 | COc1ccc(/C=N/NCc2nc3ccccc3c(=O)[nH]2)cc1 | 100 | 94 | 103 | 97 | 96 | 98 | 79 | 106 | 83
12 | Cc1cc(NC(=O)c2cnc(N3CCN(CCOCCOCCOCCOCCC(=O)N[C@H](C(=O)N4C[C@H](O)C[C@H]4C(=O)N[C@@H](C)c4ccc(-c5scnc5C)cc4)C(C)(C)C)CC3)cn2)c2ncccc2c1 | 35 | -2.0* | 30 | 4.4* | -15* | -75* | 76 | 69 | 1.9*

# For convenience, some entries already given:
# Value order – DU-145	SN12C	786-0	U251	SF-295	SF-539	UO-31	TK-10	PC-3
48: CSc1ccc(-c2n[nH]nc2-c2cc3ccccc3s2)cc1
→ 74	60	55	33	50	50	52	84	57
49: COC(=O)c1[nH]c(=O)c(C#N)c(C(=O)OC)c1C(=O)c1ccccc1
→ 104	95	100	97	96	97	·	143	103
50: CC(Cl)(CCl)CCl
→ 97	95	104	99	132	98	86	104	80
51: C/C(=N/N=C(N)N)c1cccc(O)c1
→ 120	104	103	106	103	90	97	96	79
52: COc1ccc2c(c1)OC(N)=C(C#N)C2c1ccc(F)cc1 (stereo not drawn)
→ 37	44	28	31	23	19	42	70	28
